ER stress death = ER stress cell death inhibition; CSM14.1 thapsigargin ER stress survival, ATP luminescence; relative survival (cellular ATP), % at 15 µg/mL (by protocol); 48,000 compounds, 0.33% hits; AID 1010;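 active means survival measured by cellular ATP above 50% at 15 µg/ml in the first screen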;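 further: cell death triggered by about 15 µM thapsigargin; ATP read 24 h after thapsigargin was added; plate controls were thapsigargin with DMSO for no effect and DMSO without thapsigargin for full effect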
Numbers without * were called inactive. A portion of the library; rates above refer to the full screens.

smiles,ER stress death
S=C(Nc1ccccc1)NC1CCCC1,2
O=C1NN(c2ccccc2)C(=O)/C1=C/c1ccccc1OCc1ccccc1F,0
CCc1ccc(N2C(=O)C3C(c4cccc(Cl)c4)OC4(C(=O)c5ccccc5C4=O)C3C2=O)cc1 (stereo not drawn),-3
CCCC1CC(C(=O)NC(C(C)O)C2OC(SC)C(O)C(O)C2O)N(C)C1 (stereo not drawn),12
O=C(Nc1ccc(Cl)c(Cl)c1)Nc1nnc(-c2ccccc2Br)s1,-2
Cc1ccc(C(C)C)c(OCc2nnc(NC(=O)c3ccc(Br)cc3)s2)c1,1
O=C(CCCOc1ccc(Cl)cc1Cl)Nc1ccc(S(=O)(=O)Nc2nccs2)cc1,3
Cc1cc(F)c(F)c(C(=O)N2CCN(c3cc(N4CCCCC4)c(F)cc3[N+](=O)[O-])CC2)c1Cl,-4
Oc1ccccc1C=Nc1ccc2c(c1)ncn2-c1ccccc1,3
O=S(=O)(c1ccc(Cl)cc1)N1CCN(Cc2ccccn2)CC1,-4
CCCOc1ccc(C2C(C(=O)OC)=C(C)N(C)C(C)=C2C(=O)OC)cc1,4
CCCN1C(=O)/C(=C/c2nc3ccccc3c(=O)n2Cc2ccccc2)c2ccccc21,3
O=C(O)c1ccc(Oc2ccc(NC(=O)C3CCCCC3)cc2)cc1C(=O)O,0
Cc1nn(C)c(C)c1NC(=O)c1ccc([N+](=O)[O-])cc1,5
Cc1cc2c(cc1C)CSC(c1cccc([N+](=O)[O-])c1)SC2,8
Cc1ccc(N(CC(=O)O)S(C)(=O)=O)cc1Cl,3
Cc1ccc(S(=O)(=O)N2CCCC2)cc1[N+](=O)[O-],-2
CCN(CC)S(=O)(=O)c1ccc2c3c(cccc13)C(=O)N2,4
COC(=O)c1ccccc1N1C(=O)c2ccc([N+](=O)[O-])cc2C1=O,-5
O=C(Nc1ccccc1)c1ccccc1NC(=O)c1ccccc1C(=O)O,-4
C=CCNC(=O)c1ccc(I)cc1,1
COC(=O)CN1C(=O)/C(=C\c2ccco2)SC1=S,-11
O=C(c1ccccc1O)N1N=CCC1(O)c1ccc(Cl)cc1 (stereo not drawn),10
COc1ccc(CN2CCN(C(=O)c3cccc(F)c3)CC2)cc1Br,-1
CC(C)(C)C1=CC(=C(C#N)C#N)C(C(C)(C)C)C(=O)C1=O (stereo not drawn),9
CCCCOC(=O)CSC1=C(C#N)C(c2cccc3ccccc23)CC(=O)N1 (stereo not drawn),8
O=C(/C=C(\O)c1ccc([N+](=O)[O-])cc1)C(F)(F)F,0
CCOC(=O)c1sc(NC(=O)CCN2C(=O)c3cccc([N+](=O)[O-])c3C2=O)c(C(=O)OCC)c1C,6
O=C(CCCN1C(=O)c2ccccc2C1=O)Nc1cccnc1,1
Cn1c(=O)c2c(nc(Oc3cccc(C4Nc5ccc6ccccc6c5C5=C4C(=O)CC(C)(C)C5)c3)n2C)n(C)c1=O (stereo not drawn),2
Cc1cc(Cl)ccc1NC(=O)CCC(=O)N/N=C/c1cccs1,6
CC1CCN(Cc2c(O)ccc3ccccc23)CC1,-1
Cc1ccc(NC(=O)C2C3CC/C=C\CCC32)cc1 (stereo not drawn),2
CC1(C)CC(=O)C(/C=N/c2ncc(C(F)(F)F)cc2Cl)=C(O)C1,11
Cc1onc(-c2ccccc2)c1C(=O)N1CCN(c2ccc(Cl)cc2)CC1,6
O=c1cc(-c2cc(O)c3c(O)c4ccccc4c(O)c3c2O)c(=O)c2c(=O)c3ccccc3c(=O)c1=2,4
COc1ccc(Cl)cc1C(=O)Nc1ccncc1,2
O=S(=O)(Nc1ccccn1)c1cccc(S(=O)(=O)c2ccc(Br)cc2)c1,11
N#CC(C#N)=Cc1ccc(-c2cc(Cl)ccc2Cl)o1,11
OC(C#CC(O)(c1ccccc1)c1ccccc1)c1cccnc1 (stereo not drawn),0
CC(C)C12CN3CC(C(C)C)(CN(C1)C3c1cc(Br)ccc1O)C2=O (stereo not drawn),16
C=CCN(CC=C)CC(O)CN1C(=O)NC(C)(C)C1=O (stereo not drawn),-1
O=C(O)CCCN1C(=O)C(=O)/C(=C(/O)c2ccccc2)C1c1ccc(F)cc1 (stereo not drawn),3
O=C(c1ccccc1)c1coc2ccc(O)cc12,0
O=C(CCNc1ccc(-c2ccccc2)cc1)c1cccc([N+](=O)[O-])c1,9
CCOc1cccc(-c2cc(C(=O)N3CCN(c4ccccc4OCC)CC3)c3ccccc3n2)c1,-1
CCOc1ccc(N/C=C\C(=O)c2ccc(F)cc2)c([N+](=O)[O-])c1,8
COc1ccc(OC)c(/C=C2/SC(=S)N(C)C2=O)c1,7
Cc1cc(-c2ccc(F)cc2)nc2cc(C(N)=O)nn12,2
O=C(CNC1CCCCC1)Nc1c2c(nc3ccccc13)CCC2,-2
S=C(c1ccc(-c2ccc(Br)cc2)o1)N1CCCCC1,9
O=C(Nc1ncc(Br)cc1Br)c1cccc2ccccc12,0
CC(=O)N1CCN(c2nc(OC(C(F)(F)F)C(F)(F)F)nc(N(c3ccccc3)c3ccccc3)n2)CC1,2
Cc1cc(Br)cc(C)c1NC(=O)COc1ccccc1,1
COc1cccc(/C=C2/SC(=O)N(CN3CCCCC3)C2=O)c1,-6
CCN(C(=O)c1c(-c2c(Cl)cccc2Cl)noc1C)c1ccccc1C,12
COc1ccc(Cc2noc(-c3ccccc3C)n2)cc1,6
CCOC(=O)c1c(NC(=O)C2CC2)sc(C(=O)Nc2ccccc2)c1C,3
O=C(NCc1ccc(F)cc1)C(=O)Nc1ccccc1F,3
COc1cccc(-c2nc3sc4c(c3c(=O)[nH]2)CCCC4)c1O,12

Further results follow.
smiles,ER stress death
CCN(C(=O)c1cc2cc(OC)ccc2oc1=O)c1ccccc1,-4
CCOc1ccc2c(c1)C(=C1SC(C(=O)OC)=C(C(=O)OC)S1)C(=S)C(C)(C)N2C(=O)C1CC1,30
CN1C(=O)C(=O)c2cc(Br)ccc21,3
Cc1cc(C(O)(C(F)(F)F)C(F)(F)F)cc(C)c1N,7
CC1=NN(c2ccc(Cl)c(Cl)c2)C(=O)/C1=C/c1ccc2c(c1)OCO2,4
Cc1ccccc1NC(=O)C(=O)NCCCOC(C)C,5
CCOC(=O)c1c(NC(=O)CC2Nc3ccccc3NC2=O)sc(C)c1C (stereo not drawn),12
COc1ccc(/C=C/C(=O)Nc2ccc(F)cc2)cc1OC,-2
Cc1ccc(N(CC(=O)Nc2ccc3ccccc3c2)S(=O)(=O)c2ccc(F)cc2)cc1,4
CC1=NN(C(=O)c2ccccc2)C(C)(O)C1 (stereo not drawn),5
COc1ccc(C2=C/C(=C\c3ccc(OC(C)=O)c(OC)c3)C(=O)O2)cc1,-7
Cc1c(NC(=O)c2cccc3ccccc23)c(=O)n(-c2ccccc2)n1C,2
N#C/C(=C\c1ccc(Cl)cc1Cl)C(=O)NCC1CCCO1 (stereo not drawn),6
CC1CCc2c(sc3nc(-c4ccco4)oc(=O)c23)C1 (stereo not drawn),7
CC(C)c1ccccc1OCCCCN1CCOCC1,-4
COc1ccc(/C=C2\SC(N3CCC(C)CC3)=NC2=O)cc1OC,11
O=C(CSc1nc2ccccc2[nH]1)OCN1C(=O)c2ccccc2C1=O,8
Cc1ccc(N2C(=O)CC(N3CCC(O)(c4ccc(Br)cc4)CC3)C2=O)cc1 (stereo not drawn),3
CC1=NNC(=O)C1CCC(=O)N/N=C(\C)c1ccc(Br)cc1 (stereo not drawn),1
COc1ccc(OC(=O)c2ccc(Br)c(S(=O)(=O)N3CCCCC3)c2)cc1,-2
CCOc1ccc2nc(SCC(=O)NCC(=O)c3ccccc3)sc2c1,-3
Cn1c(NC(=O)c2cc(-c3ccc(Br)cc3)nc3ccccc23)cc(=O)n(C)c1=O,9
O=C1CN(C(=O)c2ccc(F)cc2)c2ccccc2N1,0
Brc1ccccc1CN1CCN(C2CCN(Cc3ccccc3)CC2)CC1,-5

CCc1c(C)sc(NC(=O)c2ccc(OC)cc2)c1C(N)=O
  ER stress death: -3

CCc1ccc(NC(=O)CCc2ccccc2)cc1
  ER stress death: 4

COc1ccc(OC)c(NC(=O)C2CC(C)=C(C)CC2C(=O)O)c1 (stereo not drawn)
  ER stress death: -2

Cc1cc(C)n(S(=O)(=O)c2ccc3c(c2)C(=O)c2cc(S(=O)(=O)n4nc(C)cc4C)ccc2-3)n1
  ER stress death: -6

CCN(CC)c1ccc(NC(=O)Cc2ccc(Cl)cc2)cc1
  ER stress death: 4

COc1ccc(C2CC(C(F)(F)F)n3nc(C(=O)N4CCN(c5ccc(F)cc5)CC4)c(Cl)c3N2)cc1OC (stereo not drawn)
  ER stress death: -1

Cc1ccnc(-n2c(=O)c3cc4c(=O)n(-c5cc(C)ccn5)c(=O)c4cc3c2=O)c1
  ER stress death: 9

COc1ccc(N2C(=O)NC(=O)/C(=C\c3cc(Br)c(OC)cc3OC)C2=O)cc1
  ER stress death: 2

Cc1cc(C)c(NC(=O)COc2ccc(C)cc2Br)c(C)c1
  ER stress death: 1

COC(=O)c1cc(NC(=O)c2cc3ccccc3o2)cc(C(=O)OC)c1
  ER stress death: 8

O=C(O)c1ccc2c(c1)C(=O)N(Nc1c(Cl)cc(Cl)cc1Cl)C2=O
  ER stress death: 6

CCOC(=O)c1c(-c2ccc(OC)cc2)csc1NC(=O)C(C)C
  ER stress death: 5

O=C1C2=C(c3ccccc31)C(c1ccncc1)Nc1ccc3ccccc3c12 (stereo not drawn)
  ER stress death: 8

O=[N+]([O-])c1cc(-n2ncnc2-c2ccccc2C(F)(F)F)ccc1Cl
  ER stress death: -7

COc1cc(/C=N\NC(=O)c2c(C)nc3cc(C)ccn23)ccc1O
  ER stress death: 16

O=C(NC(C(=O)NCc1ccccc1)C12CC3CC(CC(C3)C1)C2)c1ccc(F)cc1 (stereo not drawn)
  ER stress death: -4

Cc1ccc(S(=O)(=O)N/N=C/c2ccc(-c3ccc([N+](=O)[O-])cc3Br)o2)cc1
  ER stress death: 5

O=C(Nc1ccc(OC(F)F)cc1)c1cccs1
  ER stress death: -1

COc1ccc(N2C(=O)/C(=C/c3ccc(-c4ccccc4[N+](=O)[O-])o3)C(=O)NC2=S)cc1
  ER stress death: 22

Cn1c(O)c(C(=NCc2ccccc2)c2ccccc2)c(=O)n(C)c1=O
  ER stress death: -2

4 compounds already listed, sorted by molecular weight, smallest number first.
O=C(Nc1ccc(OC(F)F)cc1)c1cccs1
  ER stress death: -1

CCOC(=O)c1c(-c2ccc(OC)cc2)csc1NC(=O)C(C)C
  ER stress death: 5

Cn1c(O)c(C(=NCc2ccccc2)c2ccccc2)c(=O)n(C)c1=O
  ER stress death: -2

COc1ccc(N2C(=O)/C(=C/c3ccc(-c4ccccc4[N+](=O)[O-])o3)C(=O)NC2=S)cc1
  ER stress death: 22

(list continues)
On1c(-c2ccco2)nc2c1CCc1nonc1-2
  ER stress death: 3

CCC(O)C#CC1(C)CCCC(C)(C)O1 (stereo not drawn)
  ER stress death: -2

Cc1cc(-c2ccccc2)nc2cc(C(N)=O)nn12
  ER stress death: 10

COc1cc(/C=C2\C(=O)N(c3cccc(C(=O)O)c3)N=C2C)c([N+](=O)[O-])cc1OC
  ER stress death: 0

CCOC(=O)CCc1nc2ccc(O)cc2[nH]1
  ER stress death: -2

N#C/C(=C\c1ccc(-c2cccc([N+](=O)[O-])c2)o1)C(=O)Nc1ccccc1O
  ER stress death: 20

O=C(NCCN1CCOCC1)c1cc(-c2cccc(Br)c2)nc2ccccc12
  ER stress death: -3

O=C(Cn1cc(/C=C2/C(=O)NC(=O)N(c3cccc(Cl)c3)C2=O)c2ccccc21)Nc1ccccc1
  ER stress death: 1

CC1=C(C#N)c2nc(N)c(C#N)c(C)c2/C1=C\c1ccc(-c2ccc(Cl)cc2)o1
  ER stress death: 2

COc1cccc(C=C2C(=O)c3ccccc3C2=O)c1
  ER stress death: 3

Cc1ccc(C(=O)NC(Nc2ccc(F)cc2)C(Cl)(Cl)Cl)cc1 (stereo not drawn)
  ER stress death: 1

COC(=O)Nc1ccc(NC(C)=O)cc1
  ER stress death: 3

COc1ccc(/C=C/C(=O)c2ccc(Cl)cc2)c(OC)c1
  ER stress death: 2

CCOc1ccc(N2C(=O)CC(Cc3cc(C)cc(C)c3)C2=O)cc1 (stereo not drawn)
  ER stress death: 4

Cc1cccn2c(=O)c(/C=C3\SC(=S)N(Cc4ccccc4)C3=O)c(N3CCOCC3)nc12
  ER stress death: 4

Cc1cc(C(=O)O)c(-c2ccccc2)o1
  ER stress death: 11

O=C(O)c1cc([N+](=O)[O-])c(C(=O)O)cc1Oc1cc(Cl)c(Cl)cc1Cl
  ER stress death: 8

COc1ccc(NC(=O)/C=C/c2ccccc2)c(OC)c1
  ER stress death: 7

COc1ccc(-n2nc3cc(C)c(NC(=O)COc4ccc(Cl)c(C)c4)cc3n2)cc1
  ER stress death: 5

CC1CCc2c(sc(NC(=O)Nc3cccc(Cl)c3)c2C#N)C1 (stereo not drawn)
  ER stress death: 4

In the list so far, these have a cyano group.
CC(C)(C)C1=CC(=C(C#N)C#N)C(C(C)(C)C)C(=O)C1=O (stereo not drawn)
  ER stress death: 9

CCCCOC(=O)CSC1=C(C#N)C(c2cccc3ccccc23)CC(=O)N1 (stereo not drawn)
  ER stress death: 8

N#CC(C#N)=Cc1ccc(-c2cc(Cl)ccc2Cl)o1
  ER stress death: 11

N#C/C(=C\c1ccc(Cl)cc1Cl)C(=O)NCC1CCCO1 (stereo not drawn)
  ER stress death: 6

N#C/C(=C\c1ccc(-c2cccc([N+](=O)[O-])c2)o1)C(=O)Nc1ccccc1O
  ER stress death: 20

CC1=C(C#N)c2nc(N)c(C#N)c(C)c2/C1=C\c1ccc(-c2ccc(Cl)cc2)o1
  ER stress death: 2

CC1CCc2c(sc(NC(=O)Nc3cccc(Cl)c3)c2C#N)C1 (stereo not drawn)
  ER stress death: 4

Screening results: PubChem, Sanford-Burnham Center for Chemical Genomics
